M1 PAM: positive allosteric modulators of human M1 muscarinic receptor; 0.088% of 360,000 active; CHO-K1 hM1, Fluo-8 calcium fluorescence, ACh EC20; 0% = ACh EC20, 100% = maximal ACh; activation, % at 3 µM; AID 588819; in the data active = activation above about 19%, passing the limit was not always enough
CHRM1 agonist: activates human CHRM1 receptor | AID 588814 | activation, % at 3 µM | P11229 | CHO-K1 hM1, Fluo-8 calcium fluorescence, agonist mode; 0% DMSO, 100% acetylcholine EC100 | 0.33% of 360,000 active;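 active = activation above the run's mean compound activation plus 3 SD, cut at about 16% in these data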;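 also: peak over basal fluorescence ratio within a 140 s kinetic read after compound addition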
M4 ag: agonists of human muscarinic M4 receptor (CHRM4); P08173; CHO-K1 hM4/Gqi5, Fluo-8 calcium fluorescence; vehicle 0%, full acetylcholine response 100%; 0.14% of 360,000 active; activation, % at 3 µM;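 active = activation above the run mean over all test wells plus 3 SD, cut at about 32% in these data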;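 also: peak over basal fluorescence ratio per well then scaled between controls; 0% = DMSO wells and 100% = acetylcholine at EC100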
Target sequence (P08173 whole entry, looked up): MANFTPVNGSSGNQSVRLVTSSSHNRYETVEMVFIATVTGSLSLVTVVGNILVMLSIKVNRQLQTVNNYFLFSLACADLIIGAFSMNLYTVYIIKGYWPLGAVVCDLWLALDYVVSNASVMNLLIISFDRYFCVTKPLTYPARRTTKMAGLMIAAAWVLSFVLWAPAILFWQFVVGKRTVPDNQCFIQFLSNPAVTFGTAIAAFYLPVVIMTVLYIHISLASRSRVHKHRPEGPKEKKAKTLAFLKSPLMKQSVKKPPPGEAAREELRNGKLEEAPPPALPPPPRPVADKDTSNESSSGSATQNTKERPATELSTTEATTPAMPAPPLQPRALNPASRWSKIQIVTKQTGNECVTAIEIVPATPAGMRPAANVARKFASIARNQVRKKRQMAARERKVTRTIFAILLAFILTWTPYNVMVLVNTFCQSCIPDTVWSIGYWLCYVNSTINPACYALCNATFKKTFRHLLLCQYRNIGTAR
CHO parental Ca: counter-screen: ATP calcium response change in parental CHO cells; parental CHO-K1, ATP-induced calcium, Fluo-8 fluorescence; inhibition, % at 5.6 µM; 0.63% of 330,000 active; AID 463079;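 active = inhibition above that plate's mean sample inhibition plus 3 SD, cut at about 26% in these data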;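 also: 0% = ATP-challenged DMSO wells and 100% = DMSO wells without ATP; some compounds past the cut are filed as inactive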
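Test system: untransfected parental CHO cell line; also added: ATP stimulus; dosing: 5.6 µM, single dose; signal: calcium-sensitive Fluo-8 fluorescence; measure: percent inhibition of ATP-evoked calcium rise, normalized to controls; benchmarks: low control ATP plus DMSO, high control DMSO only; replication: one well per compound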
CHO-K1 Ca antag: nonselective inhibitor or artifact in parental CHO-K1 cells | ATP-induced calcium, Fluo-8 fluorescence | inhibition, % at 3 µM | 0.6% of 360,000 active | AID 602250;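 active = inhibition above a per-plate cutoff, the plate's mean sample inhibition plus 3 SD, cut at about 24% in these data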;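 also: 0% = DMSO plus EC80 ATP and 100% = DMSO alone without ATP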
M1 antag: blocks human M1 muscarinic receptor. P11229. CHO-K1 hM1, Fluo-8 calcium fluorescence, ACh EC80 antagonist. inhibition, % at 3 µM. 1.3% of 360,000 active. AID 588852;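 active = percent inhibition above its own plate's cutoff, namely the mean of that plate's compound wells plus 3 SD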;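 also: peak over basal fluorescence ratio during 140 s after agonist addition; 0% = ACh EC80 plus DMSO and 100% = DMSO alone without agonist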
M1 ag parental: counter-screen for M1 agonists: effect in parental CHO-K1 cells | AID 602248 | Fluo-8 calcium fluorescence; scaled to maximal ATP response, vehicle zero | activation, % at 3 µM | 0.48% of 360,000 active; in the data active = activation above about 15%;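 also: untransfected CHO-K1 host cells lacking M1 receptor as counterscreen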
M4 antag: blocks acetylcholine activation of human M4 receptor; CHO-hM4 cells, ACh EC80, Fluo-8 calcium fluorescence; inhibition, % at 3 µM; 0.73% of 360,000 active;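 active = inhibition above its plate's cutoff, the mean inhibition of sample wells plus 3 SD, cut at about 27% in these data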;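 also: 0% = acetylcholine EC80 with DMSO and 100% = DMSO without agonist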
OXTR potentiator: human OXTR potentiation; 0.061% of 320,000 active; activation, % at 3 µM; CHO-OTR cells, Fluo-8 calcium fluorescence, potentiator mode; 0% = oxytocin EC15, 100% = EC100;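 active = activation above that plate's cutoff, the mean activation of tested compounds plus 3 SD, cut at about 6.6% in these data, passing the limit was not always enough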;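 also: 100% uses oxytocin at 75 nM as the full agonist control; some results filed as inactive read as strong as hits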
Target sequence (P30559 whole entry, looked up): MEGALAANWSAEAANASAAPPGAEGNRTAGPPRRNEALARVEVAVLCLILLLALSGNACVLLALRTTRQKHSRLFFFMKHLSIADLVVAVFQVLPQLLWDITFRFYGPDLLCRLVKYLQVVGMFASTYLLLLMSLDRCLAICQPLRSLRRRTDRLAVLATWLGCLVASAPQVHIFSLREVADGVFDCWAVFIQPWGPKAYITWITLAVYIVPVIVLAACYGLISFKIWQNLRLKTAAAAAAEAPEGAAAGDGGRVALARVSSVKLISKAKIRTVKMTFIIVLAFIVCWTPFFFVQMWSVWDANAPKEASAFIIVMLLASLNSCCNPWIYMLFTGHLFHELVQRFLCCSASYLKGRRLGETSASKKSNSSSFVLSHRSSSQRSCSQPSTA
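test system = CHO-OTR cells, human receptor | compound = single-point 3.0 µM | schedule = 6 min compound pre-incubation at room temperature, 100 s kinetic read | signal = Fluo-8 no-wash calcium dye fluorescence, excitation 470-495 nm, emission 515-575 nm | repeats = single well per compound, singlicate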
Active calls of the source: *; . = no result given.

SMILES	M1 PAM	CHRM1 agonist	M4 ag	CHO parental Ca	CHO-K1 Ca antag	M1 antag	M1 ag parental	M4 antag	OXTR potentiator
COc1ccccc1NS(=O)(=O)c1ccc(NC(=O)N2CCCCC2)cc1	5	0	6	3	-2	-3	4.1	-1	0
Cc1sc(NC(=O)c2c(F)cccc2F)nc1-c1ccccc1	5	-5	1	-18	-4	-11	0.1	1	-14
CCOC(=O)N1CCN(Cc2nc(-c3ccc(Cl)cc3)no2)CC1	2	0	6	-1	-5	-4	2.7	-1	-10
CC(=O)N1CCCC(C)(C(=O)Nc2ccc3oc(C)nc3c2)C1 (stereo not given)	8	-2	0	.	27*	-10	0.2	1	.
Cc1c(C(=O)O)sc2nc3n(c(=O)c12)CCC3	10	-4	1	-5	-9	-12	0.2	-4	5
O=C(COC(=O)c1cccc(OC(F)F)c1)NC(=O)NC1CCCCC1	3	-4	3	-10	17	-4	-0.3	-25	-3
COc1ccc(S(=O)(=O)N2CCOC2CNC(=O)C(=O)NCCCN2CCOCC2)cc1OC (stereo not given)	3	-2	1	-9	-12	-12	0.6	0	0
O=C1c2ccccc2C(=O)N1SC1CCCCC1	-1	-2	4	-4	-9	9	0.7	0	-7
Cc1cc(C)cc(NC(=S)/C(=C(\[O-])c2ccc(Cl)s2)[n+]2cccc(C)c2)c1	9	-7	0	-6	-17	-12	1.2	4	-2
CCOC(=O)c1ccc(-n2c(C)nc3ccccc3c2=O)cc1	-3	-3	2	-14	-4	2	0.3	6	2
Cn1c(CSCc2ccc(F)cc2)nnc1SCC(=O)N1CCN(c2ccccc2)CC1	4	-1	9	-20	-7	-13	5.1	4	-15
COc1ccc(N=c2oc3cc(O)ccc3cc2C(=O)NCC2CCCO2)c(OC)c1 (stereo not given)	8	0	0	-5	13	-1	0.2	0	1

Reprinted from the part before: 2 entries, followed by the next part.
SMILES	M1 PAM	CHRM1 agonist	M4 ag	CHO parental Ca	CHO-K1 Ca antag	M1 antag	M1 ag parental	M4 antag	OXTR potentiator
Cn1c(CSCc2ccc(F)cc2)nnc1SCC(=O)N1CCN(c2ccccc2)CC1	4	-1	9	-20	-7	-13	5.1	4	-15
COc1ccc(N=c2oc3cc(O)ccc3cc2C(=O)NCC2CCCO2)c(OC)c1 (stereo not given)	8	0	0	-5	13	-1	0.2	0	1
CC(=O)c1cccc(S(=O)(=O)N2CCC(c3nc4ccccc4[nH]3)CC2)c1	7	-8	3	-1	2	-11	1.2	11	-5
COC(=O)c1ccc2c(c1O)C(=O)c1ccccc1C2=O	4	0	2	-22	-7	-5	-0.1	-7	-3
CCCS(=O)(=O)c1nc(S(=O)(=O)c2ccc(C)cc2)c(N2CCC3(CC2)OCCO3)s1	-4	-5	2	-17	16	10	0.5	10	-13
CCNC(=O)/C(=C/c1cccc([N+](=O)[O-])c1)NC(=O)c1ccc(C)cc1	4	-5	1	1	1	0	6.8	6	-14
CC(Nc1nc2ncn(Cc3ccccc3)c2c(=O)[nH]1)C(=O)O (stereo not given)	10	-1	0	-9	-9	-19	0.2	7	-6
O=C(COC(=O)/C=C/c1ccc([N+](=O)[O-])cc1)NNC(=O)c1ccccc1	-4	-1	1	-10	-12	3	0.5	2	-5
CCc1ccc(NC(=O)c2cccnc2)cc1	12	-6	0	0	-13	-9	1.1	4	-1
O=C1CC(c2ccc(O)c(O)c2)Oc2c1ccc(O)c2O (stereo not given)	5	-2	-1	2	4	-9	0.1	1	-3
COc1ccc(CCNC(=O)Oc2ccccc2)cc1OC	3	-4	1	-9	-11	0	0.5	-17	-10
NC(=O)/C(=C\c1ccco1)NC(=O)c1ccco1	10	-2	0	.	-11	-14	0.6	-4	.
Cn1cc(-c2ccc(Cl)cc2)cc(C#N)c1=O	-4	-8	0	-5	7	2	-0.3	3	1
COCCn1c(SCC(=O)NCCc2ccccc2)nnc1-c1ccco1	3	-1	0	-12	-8	-6	-0.3	-8	-3
O=C1CN(C(=O)CSc2nc3c(cnn3-c3ccccc3)c(=O)[nH]2)c2ccccc2N1	8	-2	1	-20	-26	-16	0.7	-4	7
C=CCNC(=S)Nc1nc2c(cc1C(=O)OCC)COC(C)(C)C2	-5	1	1	-3	14	15	-0.1	-9	-11
CN1CCN(CC(=O)N2CCn3c4c(c5cc(C6CCCCC6)ccc53)CCCC42)CC1 (stereo not given)	-9	-5	9	7	19	24	1.9	19	-3
CCN1CCCC1CNS(=O)(=O)c1c(C)cc(C)cc1C (stereo not given)	8	-8	1	-6	-1	-4	-0.3	15	-11
Cc1noc(C)c1CN(C(=S)NC1CC2CCC1C2)c1ccccc1 (stereo not given)	-13	-10	-1	-23	7	6	-0.8	-5	-9
CCOC(=O)C1CCN(C(=O)CN(c2ccc(OC)cc2)S(=O)(=O)c2c(C)nn(C)c2C)CC1	17	12	1	-11	-5	-8	-0.1	-23	-1
CCN1C(=O)C(CC(=O)Nc2ccccc2)N(Cc2ccccn2)C1=S (stereo not given)	6	-1	6	-7	-8	-8	2.1	1	-3
CCOc1ccccc1-c1nc(C(N)=O)c2[nH]c(=O)n(-c3cccc(C)c3)c2n1	6	3	2	-20	1	-10	1.2	-12	-18
Clc1nc2ccccc2cc1/C=N/Nc1nc2ccccc2[nH]1	-1	-9	2	-8	6	3	2.4	1	5
COc1ccccc1CN1C(=O)[C@@H]2C(CC(N)=O)NC3(C(=O)Nc4c3ccc(Cl)c4C)[C@@H]2C1=O (stereo not given in full)	12	-2	0	-11	-7	-13	0.7	0	-1
O=C(c1ccccc1Cl)N1CCSCC1	3	2	0	-5	-9	3	0.1	-4	-4
Cc1c(C)c2c(OCC(=O)NC3CC3)cc3c(c2oc1=O)CCC(C)(C)O3	-4	-7	5	-19	-3	3	2.6	-5	-8
O=C(CCc1nc2ccccc2c(=O)[nH]1)NCC(=O)Nc1ccc(F)c(F)c1	2	-1	0	-11	3	-13	0.0	2	8
COc1ccc(S(=O)(=O)N(CC(=O)O)c2ccccn2)cc1	1	-2	0	-6	-6	-14	0.2	-3	-3
Cc1nc(SC2CC(=O)N(c3ccc([N+](=O)[O-])cc3)C2=O)nc2c1CCCC2 (stereo not given)	2	-6	0	-14	-11	-2	0.1	1	-3
Cc1ccc(-c2noc(-c3ccccc3Br)n2)cc1	-5	-3	0	-6	-4	5	0.1	-2	-10
Cn1c(=O)c2c(nc(Oc3ccc4ccccc4c3)n2C)n(C)c1=O	1	-3	2	-12	2	2	2.6	-3	-7
C=CCN(C(=O)c1csnn1)C(C(=O)NC1CCCC1)c1ccccc1 (stereo not given)	14	-7	0	-19	-6	-8	1.1	-1	-10
CC(=O)CC1OC(=O)C(Br)=C1NCc1ccccc1 (stereo not given)	5	0	1	-9	-4	-7	-0.3	2	0
COc1ccc(S(=O)(=O)N2CCC(C(=O)NC(C)CCc3ccccc3)CC2)cc1 (stereo not given)	3	-3	5	-9	-10	0	1.8	-1	-6
O=C(c1ccco1)N1CCCN(C(=O)c2ccco2)CC1	-1	-6	0	4	-5	5	0.7	0	2
O=C1c2ccccc2C(=O)N1CCc1csc(-c2ccc(F)cc2)n1	3	-5	4	-23	-2	2	1.3	-1	-13
Cc1cc(C)cc(Nc2ccc3nonc3c2[N+](=O)[O-])c1	3	-5	0	-4	-4	-12	0.4	-1	-3
S=C(NCc1ccccc1)NC1CCCCC1	6	-4	1	4	-22	-10	0.1	7	-1

As entered above:
`Cc1cc(C)cc(Nc2ccc3nonc3c2[N+](=O)[O-])c1` | M4 ag: 0
`COc1ccc(S(=O)(=O)N(CC(=O)O)c2ccccn2)cc1` | M1 PAM: 1
`CC(=O)CC1OC(=O)C(Br)=C1NCc1ccccc1` (stereo not given) | OXTR potentiator: 0
`Cc1ccc(-c2noc(-c3ccccc3Br)n2)cc1` | OXTR potentiator: -10

(more compounds)
SMILES	M1 PAM	CHRM1 agonist	M4 ag	CHO parental Ca	CHO-K1 Ca antag	M1 antag	M1 ag parental	M4 antag	OXTR potentiator
Cc1ccc(Cl)cc1NC(=S)N(Cc1ccco1)C(C)c1cccs1 (stereo not given)	3	-4	0	-12	-16	-9	1.1	-1	-4
Cc1ccc(C(=O)OCC(=O)Nc2sc3c(c2C#N)CCCCC3)cc1NC(=O)c1ccco1	-2	-2	4	0	0	28	0.2	-15	-13
Cc1cccc(CC(=O)Nc2cc(C)c3c(=O)oc4ccccc4c3n2)c1	-2	1	1	-8	11	9	-0.5	-18	-8
CCOC(=O)c1cnn(-c2nc(-c3cccc(F)c3)cs2)c1C(F)(F)F	-10	-5	-1	2	-5	6	0.2	-5	-7
C=CCN(C(=O)CNC(=O)c1cccs1)C(C(=O)NC(C)(C)C)c1ccccc1 (stereo not given)	4	-7	2	-11	-6	-11	0.2	-19	-5
COc1ccc(Cl)cc1CC=NNC(=O)c1ccncc1	-1	-1	1	.	-7	-7	-0.2	-12	.
CCc1ccc(NC(=O)CCc2ccc(C)o2)cc1	-4	-6	-1	-14	7	-1	-0.7	-10	4
COc1cccc(-c2nnc3n2N=C(c2cc(OC)ccc2OC)CS3)c1	3	-4	0	-14	-1	-6	0.4	6	-1
Cc1cccc(NC(=S)NCc2ccccc2Cl)c1C	-8	-9	0	-5	22	7	-0.1	13	-12
CS(=O)(=O)N(Cc1ccccc1)c1ccccn1	-3	-5	1	2	-6	10	-0.2	4	-3
CS(=O)(=O)N(CC(=O)NCC1CCCO1)Cc1ccc(Cl)cc1 (stereo not given)	-1	-5	1	-11	-3	-3	0.6	-4	-17
NC1=NC(c2ccccc2)=NC1(NC(=O)c1ccccc1)C(Cl)Cl (stereo not given)	5	-2	1	-12	-6	-14	0.0	-8	3
CCOC(=O)C(=O)N1CCN(CC)CC1	12	-5	1	-8	-17	-13	0.4	-12	-12
Cn1c(=O)c2c(SCC(=O)c3ccccc3)nc(C3CC3)nc2n(C)c1=O	7	0	2	-6	-2	-17	-0.2	-9	-3
Cc1cc(Br)cc(C)c1OCC(=O)NNC(=O)CCC(=O)NCc1ccccc1	1	-2	1	-20	-16	4	-0.3	-8	-5
COCCCN(Cc1ccco1)C(=O)c1cc2c(s1)-c1ccc(Cl)cc1S(=O)(=O)C2	9	-3	-1	-18	-10	-6	0.6	-1	-11
CCOC(=O)C(Cc1ccc(O)cc1)Nc1nc2ccccc2o1 (stereo not given)	8	1	3	.	12	-19	0.8	-9	.
O=C(COC(=O)c1ccc(Br)cc1)NCCN1C(=O)CSC1=O	-5	-3	16	-13	1	14	4.4	-5	-5
O=C(CCC(=O)c1ccc(F)cc1)Nc1cccnc1	2	2	1	6	0	-25	0.0	-7	-5
O=C(N=C1SC2CS(=O)(=O)CC2N1c1ccc(Br)cc1)C1CCCO1 (stereo not given)	-4	0	1	-6	-3	2	-0.2	-5	-4
CCC(C)(C)NC(=O)CN(C(=O)CCC(=O)Nc1nccs1)c1ccccc1C	20	-1	1	-16	4	-22	0.0	1	-4
COc1ccc(C(=O)N(C)Cc2nc3ccccc3c(=O)[nH]2)cc1S(=O)(=O)N1CCCC1	12	-1	1	-6	5	-7	-0.1	-8	-5
Cc1ccc(Nc2nnc(SCC(=O)Nc3cccnc3Cl)s2)cc1C	8	-7	2	-21	13	-1	0.1	0	-7
CCc1ccc(-c2nnn(CC(=O)N(C3CCCC3)C3CCS(=O)(=O)C3)n2)cc1 (stereo not given)	6	-1	3	-14	3	-6	0.2	0	-3

Compound activity deposited in PubChem by The Scripps Research Institute Molecular Screening Center.

This is a random part of the collection. About 2.9% of those tested had a hit in this group.
